15-hLO inh = blocks human 15-lipoxygenase activity; P16050; purified 15hLO-1, xylenol orange hydroperoxide absorbance; Potency, µM (titrated, usually from 57.1 µM), inactives show at the top dose activity change, negative = inhibition, actives largely listed as inhibitors; 74,000 compounds, 1.4% hits; further: potency means the concentration at half of the fitted maximal effect; on the % scale 0 is the no-effect control and ±100 the full control effect; nearly all actives have a fitted effect of over 55% in size
Target sequence (P16050 whole entry, looked up): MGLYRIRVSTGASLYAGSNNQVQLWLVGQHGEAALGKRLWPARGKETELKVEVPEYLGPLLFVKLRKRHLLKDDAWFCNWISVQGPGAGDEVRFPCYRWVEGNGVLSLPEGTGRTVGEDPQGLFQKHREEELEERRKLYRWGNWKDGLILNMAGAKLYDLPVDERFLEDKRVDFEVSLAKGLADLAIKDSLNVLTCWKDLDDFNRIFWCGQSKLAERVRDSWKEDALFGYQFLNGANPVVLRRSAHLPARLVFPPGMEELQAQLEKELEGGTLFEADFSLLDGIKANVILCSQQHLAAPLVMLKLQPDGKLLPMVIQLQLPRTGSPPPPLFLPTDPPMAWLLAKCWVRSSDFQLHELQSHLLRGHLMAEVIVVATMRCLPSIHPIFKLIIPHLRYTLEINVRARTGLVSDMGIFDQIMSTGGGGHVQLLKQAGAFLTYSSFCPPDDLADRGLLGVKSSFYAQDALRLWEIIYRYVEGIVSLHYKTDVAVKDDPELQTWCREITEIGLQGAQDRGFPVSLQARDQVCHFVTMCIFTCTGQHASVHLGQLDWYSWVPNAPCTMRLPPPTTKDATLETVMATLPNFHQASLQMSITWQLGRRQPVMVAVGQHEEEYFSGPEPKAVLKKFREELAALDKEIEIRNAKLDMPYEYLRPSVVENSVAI
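Purified human 15hLO-1 (40 nM) in 25 mM Hepes pH 7.5, 0.01% Triton X-100, preincubated 15 min RT with compound, then 50 uM arachidonic acid for 6 min. Hydroperoxide read by ferrous/xylenol orange, 30 min; 573/405 nm absorbance ratio gave progress.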
Hsp90 Hop PPI = changes Hsp90-Hop TPR2A binding signal, up or down; AlphaScreen TPR2A-His6 binding biotin-Hsp90 C-terminal peptide; 71,000 compounds, 0.44% hits; AID 595; Potency, µM (series often up to 57 µM), for the others: at the highest dose activity change, negative = inhibition; active means well fitted curve in either direction with a large enough effect; inconclusive means small, poorly fitted or top-dose-only effect, or another doubt; further: potency means the concentration at half of the fitted maximal effect; on the % scale 0 is the no-effect control and ±100 the full control effect; many of its hits are not listed in these tables
CRE-bla Fsk = modulators of forskolin-stimulated CRE signaling in CHO cells | CHO CRE-bla reporter (cAMP response element driving beta-lactamase), forskolin EC10, beta-lactamase ratio | Potency, µM (highest dose often 38.2 µM), without a hit: at the highest dose activity change, negative = inhibition, hits mostly activators | 71,000 compounds, 2.5% hits | AID 662; active means well fitted activation curve with a large enough effect in the signal ratio, with a control signal flat, not every such curve was filed as active; inconclusive means small, poorly fitted or top-dose-only effect, or effect the other way, or a change in a side signal; the % refers to the signal ratio; further: potency means the concentration at half of the fitted maximal effect; % of control where 0% means no effect
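The 460nm/530nm emission ratio after CCF4 loading defined %Activity, from which AC50 values were obtained. CRE-bla CHO cells received compound dilution series together with an EC10 level of NKH 477 for 3 hours at 37 degrees Celsius.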
DNA Pol III inh = inhibitors of bacterial DNA polymerase III holoenzyme | Potency, µM (series often up to 57.1 µM), without a hit: top-dose activity change, negative = inhibition | 71,000 compounds, 0.25% hits | reconstituted DNA polymerase III holoenzyme replication, biochemical; further: potency means the concentration at half of the fitted maximal effect; on the % scale 0 is the no-effect control and ±100 the full control effect
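Reconstituted *E. coli* holoenzyme (0.35 nM Pol III, 1 nM beta, 154 nM SSB, 2 nM primase) was preincubated with compound for 15 min at RT. Synthesis on 1.4 nM ssM13Gori ran 35 min, then was stopped with PicoGreen/EDTA and read as dsDNA fluorescence.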
ERK AVP block = inhibitors of vasopressin-stimulated ERK signaling pathway. HEK293-V1b, vasopressin-stimulated pERK AlphaScreen. Potency, µM (doses to about 57.5 µM), without a hit: at the top dose activity, negative = inhibition, actives largely listed as inhibitors. 72,000 compounds, 0.99% hits. AID 995; further: potency means the concentration at half of the fitted maximal effect; on the % scale 0 is the no-effect control and ±100 the full control effect; nearly all actives have a fitted effect of over 55% in size
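HEK293 cells stably expressing V1b receptor, seeded overnight in 1% FBS, were treated with compounds for 30 min at 37C, then stimulated 5 min with 25 nM vasopressin; phospho-ERK read by AlphaScreen SureFire after lysis.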
HBB splice mod = modulators of hemoglobin beta chain splicing; HBB splicing reporter cell assay, activation; EGFP reporter with mutant IVS2-654 intron; response scale: normalised to 500 nM splice-correcting PNA; Potency, µM (top dose mostly 46.1 µM), for the others: at the top dose activation, hits mostly activators; 65,000 compounds, 0.06% hits; AID 925; further: potency means the concentration at half of the fitted maximal effect; 0% is about no effect
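Compounds were applied for 2 days to HeLa EGFP-654 cells, 500/well in Optimem with 2% FCS. The reporter's EGFP is disrupted by mis-splicing of beta-globin intron IVS2-654. Readout: summed well GFP fluorescence from 488 nm laser scanning; reference was 500 nM antisense […] 654 PNA.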
GFP derepression = epigenetic modulators derepressing GFP locus in mouse cells | mouse C127i GFP locus derepression, cytometry, 30 h | Potency, µM (series often up to 46.1 µM), without a hit: at the top dose GFP derepression (activation) | 68,000 compounds, 0.09% hits | AID 597; further: % of control where 0% means no effect
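Read-out is the number of GFP-positive cells, scored as fluorescent objects 20 to 120 um wide, reflecting derepression of a silenced CMV-GFP reporter in murine C127i cells after 30 h compound exposure at 37 C.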
Ub-GFP proteasome = proteasome inhibitors stabilizing ubiquitin-GFP reporter | Ubiquitin-GFP reporter cells, proteasome inhibition, GFP fluorescence; response scale: untreated = 0%, 10 µM MG-132 = 100% | Potency, µM (doses to about 45.9 µM), without a hit: at the highest dose activation (GFP accumulation), usual class: activators | 67,000 tested, under 10 active | AID 526; active means well fitted activation curve with a large enough effect, not every such curve was filed as active; inconclusive means small, poorly fitted or top-dose-only effect, or another doubt; inactive means no such curve, though single readings can be large or run the other way; further: potency means the concentration at half of the fitted maximal effect
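GFP accumulation read-out: laser plate cytometry counting ubiquitin(G76V)-GFP-expressing U2OS cells after 4 hr compound exposure at 37 °C. Titrations spanned 46 uM to 2.9 nM; 0% = basal, 100% = 10 uM MG-132; concentration-response curves fitted.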
FLuc inh = blocks Photinus pyralis firefly luciferase activity; P08659; purified firefly luciferase, luminescence, 8 min; Potency, µM (titrated, usually from 57.1 µM), for the others: at the highest dose activity change, negative = inhibition, usual class: inhibitors; 72,000 compounds, 2.2% hits; further: potency means the concentration at half of the fitted maximal effect; on the % scale 0 is the no-effect control and ±100 the full control effect; nearly all actives have a fitted effect of over 40% in size
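qHTS concentration-response profiling: light output of P. pyralis luciferase with luciferin and 10 uM ATP, imidazole buffer pH 7.2. Read by luminescence after 8-min room-temperature incubation.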
HADH2 inhib = inhibitors of human HADH2 dehydrogenase | Potency, µM (titrated, usually from 57.1 µM), inactives show top-dose activity change, negative = inhibition, most hits filed as inhibitors | recombinant HADH2, NADH fluorescence, beta-hydroxybutyryl-CoA | 73,000 compounds, 3.4% hits | Q99714 | AID 886; further: potency means the concentration at half of the fitted maximal effect; on the % scale 0 is the no-effect control and ±100 the full control effect; nearly all actives have a fitted effect of over 60% in size; many of its hits are not listed in these tables
Target sequence (Q99714 whole entry, looked up, one chain of several): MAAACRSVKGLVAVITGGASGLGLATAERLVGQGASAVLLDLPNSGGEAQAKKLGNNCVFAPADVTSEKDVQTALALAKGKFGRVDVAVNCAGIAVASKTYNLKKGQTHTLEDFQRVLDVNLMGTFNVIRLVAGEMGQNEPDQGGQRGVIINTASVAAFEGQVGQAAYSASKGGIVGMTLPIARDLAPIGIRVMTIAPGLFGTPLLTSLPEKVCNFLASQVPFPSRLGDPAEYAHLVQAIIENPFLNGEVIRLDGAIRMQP
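Activity measured as NADH fluorescence gain (360/450 nm), taken as the change between first and last reads of a 4-min kinetic run. Conditions: pH 9.0 Tris buffer, 20 nM E. coli-expressed His-tagged enzyme, 1 mM NAD+, 90 uM beta-hydroxybutyryl-CoA; 15-min compound preincubation.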
Tau fil binding = tau filament binding. recombinant tau filaments, thioflavin S fluorescence, 15 h; filaments grown with octadecylsulfate alongside compound. Potency, µM (doses to about 57.1 µM), without a hit: top-dose activity change, negative = inhibition. 71,000 compounds, 2% hits. P10636;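 further: potency means the concentration at half of the fitted maximal effect; on the % scale 0 is the no-effect control and ±100 the full control effect; actives lower thioflavin S fluorescence by blocking filaments or displacing dye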
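His-tagged recombinant human tau (exons 2, 3, 10; 1 uM final) fibrillized with 30 uM sodium octadecylsulfate, 15 h at 37 C, in pH 7.4 HEPES buffer with 10 uM thioflavine S and 5 mM DTT. Reduced ThS fluorescence (450/510 nm) marks activity.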
* marks the source's active call; other numbers are inactive results; ? = inconclusive; / = not tested or not shown; [ ] = remark or other dose. Unless noted, the call rests on the fitted dose curve; in most records, active means well fitted curve in the direction sought with a large enough effect; inconclusive means small, poorly fitted or top-dose-only effect, or another doubt; inactive means no such curve, though single readings can be large; an effect the other way counts as inactive or inconclusive. A portion of the library, so the mix of outcomes need not match the whole.

SMILES	15-hLO inh	Hsp90 Hop PPI	CRE-bla Fsk	DNA Pol III inh	ERK AVP block	HBB splice mod	GFP derepression	Ub-GFP proteasome	FLuc inh	HADH2 inhib	Tau fil binding
Cc1csc(NC(=O)CSc2nnc(-c3ccncc3)o2)n1	41%[activator]	-16%	-15%	1%	-2%	2.1%	-3%	-2%	-2%	-3%	-2%
O=C(NC1CCCC1)c1sc(=S)n2c1[nH]c(=O)c1ccccc12	?	-5%	?	0%	21%	-4.8%	-1%	-7%	-1%	25µM*	11%
CCOC(=O)c1cnc2c(C(=O)OC)cccc2c1NCc1ccco1	-10%	-6%	?	-10%	?	1.5%	6%	2%	-9%	?	13µM*
Cc1cc(C)n(-c2nc3c(c(=O)[nH]c(=O)n3C)n2CC(C)C)n1	6%	0%	?	-3%	-12%	3.3%	-4%	-4%	1%	2%	-2%
CCCC1=C(C(=O)OCC)C(c2cc(Cl)cc(OC)c2OCC(=O)OCC)NC(=O)N1 (centres undefined)	-11%	-8%	?	-2%	-14%	-0.5%	-5%	-5%	0%	-2%	-22%
CCOC(=O)c1ccc(-n2c(N)c(C(=O)NCc3ccco3)sc2=S)cc1	?	-19%	1%	-1%	20µM*	-1.3%	-1%	1%	-1%	3.2µM*	-5%
CCOc1ccc(-n2cc(C(=O)N3CCC(C)CC3)c3cc(OC)c(OC)cc3c2=O)cc1	7%	?	?	-1%	22%	-0.6%	0%	5%	-1%	10%	10%
CCCCn1c2nc3ccccc3nc2c2c(=O)n(CCC(C)C)cnc21	-1%	-2%	12%	3%	-6%	-2.5%[0.369 µM]	2%	0%	2%	-4%	-9%
CC1(C)CC2CC(C)(CN2CC(=O)C(C#N)c2ccccc2)C1 (centres undefined)	-16%	-5%	-9%	-4%	2%	-0.6%	1%	-6%	-37%	16%	-9%
COc1ccc(S(=O)(=O)Cc2ccc(C(=O)N3CCN(c4cc(Cl)ccc4C)CC3)o2)cc1	-9%	-4%[2.3 µM]	?	-3%	8%	-1.9%	/	0%	3%	-1%	101%
CCOc1ncccc1C(=O)OCC(=O)N1CC(=O)Nc2ccccc21	-6%	0%	4%	-9%	-4%	0.4%[57.5 µM]	3%	-2%	1%	-1%	0%
CCC(Sc1nc(-c2ccccc2)cc(=O)[nH]1)C(=O)O (centres undefined)	6%	1%	2%	3%	-13%	-4.3%	2%	-13%	0%	2%	4%
CCc1cc2c(N3CCN(c4nnc(CC)s4)CC3)ncnc2s1	?	0%	?	-1%	35%[activator]	-0.7%	-3%	-1%	1%	5%	24%
N#C/C(C(=O)c1ccccc1)=C1/SC=C(N)N1c1ccccc1	16µM*	-19%	-9%	33%	-25%	6.5%	15%	-5%	-3%	?	-4%
CC(C)c1ccc2c(c1)CC[C@@H]1[C@@](C)(CN)CCC[C@@]21C	/	2%	?	1%	/	/	12%[9.22 µM]	-1%	1%[11.4 µM]	4%	32µM*
C=C(C)COc1ccc(-c2nc(N)ncc2-c2ccc(OC)cc2)c(O)c1	-13%	-25%	?	-8%	-28%	0.1%	5%	-13%	-2%	7%	13µM*
CCCCC(CC)C(=O)Nc1ccccc1C(=O)NC(C)C (centres undefined)	4%	-3%	?	-1%	-8%	-1.5%	0%	-10%	1%	3%	-13%
COC1(c2cc(-c3ccccc3)nc(N)n2)CCCCC1	-7%[11.4 µM]	-2%[11 µM]	8%[7.6 µM]	-2%[11.4 µM]	-6%	-2.3%[0.0738 µM]	2%	-14%[9.17 µM]	-2%	-23%[11.4 µM]	-17%[11.4 µM]
CC1=C(C(=O)NCc2ccc3c(c2)OCO3)C2(CCC(C)CC2)OC1=O (centres undefined)	-13%	-4%[2.3 µM]	-12%	-9%	?	-1.1%	/	-9%	-1%	2%	-2%
O=c1ccc2c(o1)/C(=C/C=C(Cl)Cl)CCC2	?	5%[11 µM]	?	-5%[11.4 µM]	-16%	-1.2%[0.0738 µM]	2%	18%[9.17 µM]	1%	?	2µM*
C=CCc1cccc2cc(C(=O)N3CCN(C(=O)OCC)CC3)c(=O)oc12	-32%	-8%	-5%	-3%	-5%	/	1%	3%	2%	?	?
O=C(NCC1CCCO1)c1sc(=S)n2c1[nH]c(=O)c1ccc(C(=O)N3CCCCC3)cc12 (centres undefined)	?	-11%	?	-6%	16%	-3.2%	0%	-4%	-16%	?	-3%
Cc1cc(=O)oc2cc(OCc3nnc(-c4ccccc4Br)o3)ccc12	-2%	2%	?	-1%	15%	0.1%[57.5 µM]	5%	1%	1%	56%[activator]	172%
Cc1cc2nc(NC3=NCN(Cc4ccc5c(c4)OCO5)CN3)nc(C)c2cc1C	4%	-1%	4%	-8%	15%	1.4%[57.5 µM]	4%	-4%	3%	10%	9%
CC(C)OC(=O)NCCOC(=O)Nc1cccc(Cl)c1	-4%	7%	-2%	2%	?	/	0%	0%	-4%	-4%	-11%
SMILES	15-hLO inh	Hsp90 Hop PPI	CRE-bla Fsk	DNA Pol III inh	ERK AVP block	HBB splice mod	GFP derepression	Ub-GFP proteasome	FLuc inh	HADH2 inhib	Tau fil binding
COc1ccccc1NC(=O)CSc1nnc(C2CCCCC2)o1	-4%	0%	-5%	-14%	21%	/	-2%	-1%	5%	-3%	-2%
CC(=O)COC(=O)c1cccc(N2C(=O)C3C4C=CC(C4)C3C2=O)c1 (centres undefined)	-4%	-5%	4%	-4%	/	0.2%	/	6%	1%	1%	-4%
O=C(CCc1ccccc1)Nc1cccc(-c2nnc(-c3ccco3)o2)c1	1%	-3%	-7%	-3%	25µM*	-1.4%	5%	-8%	-1%	-58%	118%
COCCn1c(C)cc(C(=O)COC(=O)CCc2ccc(S(=O)(=O)N3CCOCC3)cc2)c1C	-2%	-11%	2%	0%	17%	0.4%[57.5 µM]	-2%	10%	-26%	10%	9%
CC1(CCc2ccc3c(c2)OCO3)NC(=O)c2ccccc2N1 (centres undefined)	-9%	-3%	-5%	2%	?	-0.5%	5%	-3%	-1%	25%	0%
COc1ccc(O)c(C2NC(CC(C)C)(C(=O)O)C3C(=O)N(Cc4ccccc4)C(=O)C23)c1 (centres undefined)	9%	-5%	?	7%	15%	-2.3%	-1%	-9%	0%	1%	-6%
O=C(Nc1cccc(C(F)(F)F)c1)c1cccnc1	4%	-5%	-30%	-5%	-17%	-1.4%	-3%	-1%	3%	8%	6%
CCN(CC)C(=O)c1cc2sc3ccccc3c2s1	25µM*	21%	?	-12%	-26%	-1.6%[9.22 µM]	-2%	-1%	?	-11%	71%
CCCNC(=O)CN(C1CCCCC1)S(C)(=O)=O	3%	-2%	-9%	7%	-4%	-1.1%	-3%	6%	0%	0%	2%
CC1CCc2c(sc3ncnc(N4CCOCC4)c23)C1 (centres undefined)	-7%[11.4 µM]	-6%[11 µM]	?	-8%[11.4 µM]	-27%	-4.2%[0.0738 µM]	-2%	?	1%	-1%[11.4 µM]	21%[11.4 µM]
CNc1nnc(CSc2nc3ccccc3s2)s1	-3%	-2%	?	-3%	?	-2.7%	2%	6%	-5%	?	8%
NC(=O)C(=O)O	-4%	-2%	-1%	-5%	27%	0.6%	0%	-5%	1%	-12%	-5%
CSCC[C@H](C=O)NC(=O)[C@H](CC(C)C)NC(=O)[C@H](CC(C)C)NC(C)=O	3%[25.6 µM]	-1%	-22%	-7%	4%	/	0%	?	-4%	3%	-11%

Screening data from PubChem BioAssay.
